# NPR2 activator = GC-B (human) receptor activation; AID 1920062; HEK293-GC-B cells, CNP EC30, cGMP TR-FRET; 0% at EC30 CNP, 100% saturating CNP; hit rate 0.11% among 370,000; activation, % at 10 µM;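 active means activation at 10 µM reaching about 35% in either raw or pattern-adjusted values, limit read from the data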
# GAA850 FXN act = increases GAA850 frataxin promoter reporter activity; hit rate 0.56% among 360,000; AID 540364; HEK293 lucGAA850 FXN promoter luciferase reporter, 24 h; percent of 10 µM SAHA response; activation, % at 6 µM;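 active means activation above the average of all compounds screened plus 3 SD, cutoff fixed separately per campaign, cut at about 7.5% in these data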;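 further: 0% = DMSO wells and 100% = 10 µM SAHA wells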
# hgDAF12 agonist = hgDAF-12 agonism, primary luciferase screen; HEK293 GAL4-hgDAF12 UAS-luciferase reporter, agonist luminescence; normalized to butyrate control; activation, % at 6.8 µM; hit rate 1.8% among 370,000; AID 687014;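 active means activation above a cutoff set at the mean of all screened compounds plus 3 SD, cut at about 10% in these data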;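 further: 0% = DMSO wells and 100% = sodium butyrate wells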
# ssDAF12 agonist = activators of S. stercoralis DAF-12 nuclear receptor | HEK293 ssDAF-12/GRIP1 lit1-tk-luc reporter, luminescence; % of 3 µM dafachronic acid response | activation, % at 6.8 µM | hit rate 1% among 370,000 | AID 652126;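 active means activation above the mean over all tested compounds plus 3 SD, cut at about 0.9% in these data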;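 further: 0% = DMSO-only wells and 100% = 3 µM delta7-dafachronic acid wells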
# SMARCA2 activ = activators of SMARCA2 function. MG213 cells, MMTV-luciferase reporter, dexamethasone, overnight. activation, % at 9.1 µM. hit rate 1% among 370,000. AID 652017; in the data active means activation above about 7.8%;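 further: 0% = vehicle wells and 100% = reference activator wells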
# HGIII-sPLA2 inh = Blocks human group III sPLA2 activity; hit rate 0.56% among 370,000; inhibition, % at 12.2 µM; AID 743126; Q9NZ20; QFRET BODIPY PC-A2 liposome hydrolysis, fluorescence;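 active means inhibition above mean plus 3 SD of compounds lying within the high and low control bounds, cut at about 19% in these data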;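 further: 0% = median of test compound wells and 100% = no enzyme DMSO wells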
# Target sequence (Q9NZ20 whole entry, looked up): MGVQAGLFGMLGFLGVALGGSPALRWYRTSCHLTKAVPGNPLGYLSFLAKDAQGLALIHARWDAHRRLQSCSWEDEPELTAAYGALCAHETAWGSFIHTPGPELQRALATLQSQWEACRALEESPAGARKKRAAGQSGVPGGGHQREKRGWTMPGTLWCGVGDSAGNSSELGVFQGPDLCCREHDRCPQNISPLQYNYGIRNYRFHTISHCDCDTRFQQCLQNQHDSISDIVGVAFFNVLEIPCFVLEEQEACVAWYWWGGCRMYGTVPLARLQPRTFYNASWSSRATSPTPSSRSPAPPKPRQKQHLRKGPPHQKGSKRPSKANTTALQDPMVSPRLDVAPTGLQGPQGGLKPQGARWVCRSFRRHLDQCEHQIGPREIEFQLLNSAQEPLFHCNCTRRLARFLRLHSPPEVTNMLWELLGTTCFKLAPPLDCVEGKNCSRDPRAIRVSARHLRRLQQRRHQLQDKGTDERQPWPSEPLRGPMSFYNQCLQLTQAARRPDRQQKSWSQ
# DAX1 inh-1 = inhibits human nuclear receptor DAX1; P51843; HEK293 Gal4-DAX1 luciferase reporter, luminescence; inhibition, % at 6.75 µM; hit rate 0.99% among 340,000; AID 504766;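 active means inhibition above the mean over all tested compounds plus 3 SD, cut at about 4.2% in these data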;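 further: 0% = DAX1-transfected cells with DMSO and 100% = empty-vector control cells with DMSO; inhibition shows as a rise in luminescence from relieved DAX1 repression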
# Target sequence (P51843 207-470 limits assumed): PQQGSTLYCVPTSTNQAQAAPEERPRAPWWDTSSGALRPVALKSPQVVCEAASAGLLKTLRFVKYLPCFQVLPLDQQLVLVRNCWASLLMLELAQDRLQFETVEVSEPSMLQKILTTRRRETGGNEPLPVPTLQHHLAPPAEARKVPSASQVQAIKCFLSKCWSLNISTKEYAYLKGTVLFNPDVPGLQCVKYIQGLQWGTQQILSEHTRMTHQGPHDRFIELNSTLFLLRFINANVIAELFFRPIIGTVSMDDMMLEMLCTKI
# hcDAF12 agonist = H. contortus DAF-12 activation, primary screen; AID 652067; activation, % at 6.8 µM; hit rate 1.4% among 370,000; HEK293 hcDAF-12 lit1-tk-luc reporter, luminescence; 0% DMSO, 100% Δ7-dafachronic acid;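 active means activation above the mean of all tested compounds plus 3 SD, cut at about 5.5% in these data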;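 further: 100% = response to 3 µM Δ7-dafachronic acid high control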
# DAX1 inh-2 = DAX1 (NR0B1) inhibition, primary screen. HEK293T StAR-luciferase reporter, SF-1/DAX-1 repression relief. inhibition, % at 6.8 µM. hit rate 1.1% among 370,000. AID 652010;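 active means inhibition above the mean over all tested compounds plus 3 SD, cut at about 3.6% in these data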;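 further: 0% = DAX-1 cells with DMSO and 100% = cells lacking DAX-1 with DMSO; higher inhibition means more luminescence from relief of DAX-1 repression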
# ADAM10 inh = inhibitors of human ADAM10. O14672. inhibition, % at 7 µM. hit rate 0.62% among 370,000. AID 720582. recombinant ADAM10, EDANS/DABCYL FRET peptide cleavage, 3 h;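 active means inhibition above a per-campaign cutoff equal to the mean of compounds falling between control-based bounds plus 3 SD, cut at about 20% in these data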;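 further: 0% = DMSO wells while the 100% control is not disclosed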
# GC-A act = GC-A (human) enzyme activation | P16066 | HEK293 GC-A cells, cGMP TR-FRET, EC30 ANP; 0% at EC30 ANP, 100% saturating ANP | activation, % at 10 µM | hit rate 0.14% among 370,000 | AID 1671463; in the data active means activation above about 40%
# * = called active by the depositor; x = not tested or not shown.
SMILES	hgDAF12 agonist	GC-A act	DAX1 inh-2	ADAM10 inh	hcDAF12 agonist	ssDAF12 agonist	SMARCA2 activ	DAX1 inh-1	NPR2 activator	HGIII-sPLA2 inh	GAA850 FXN act
O=C(C1CCCN(Cc2cc(Br)ccc2O)C1)N1CCCCC1 (configuration not stated)	-4.3	-4	-0.6	-6	0.6	-1.3	-3	-1.4	-1	2	0.7
O=C(Cc1ccc(F)cc1)Nc1c(C(=O)N2CCN(c3ncccn3)CC2)oc2ccccc12	-1.3	1	-0.5	3	-0.3	-1.6	2	-0.2	-1	-3	0.3
C/C(=N\NC(=O)c1ccccc1Cl)c1ccccn1	2.2	7	0.4	-8	-0.6	-1.0	0	0.4	-1	2	-1.5
CCOC(=O)c1cc(CC)sc1NC(=O)c1ccc([N+](=O)[O-])c(N2CCOCC2)c1	1.4	-1	-0.1	-7	-1.4	-0.5	0	-0.5	-2	13	1.7
Cc1cc(C)c(NC(=O)/C=C\C(=O)O)c([N+](=O)[O-])c1	-1.7	4	-0.6	1	-2.2	-1.4	-1	0.0	3	0	4.3
COc1ccc(/C=N/NC(=O)c2nn(-c3ccc(C)c(C)c3)c(=O)c3ccccc23)cc1	1.3	-4	-0.6	6	-0.8	-1.3	-2	-0.9	-1	-5	2.2
CCCNC(=O)C1(C)CCCN(C(=O)Cc2ccc3ccccc3c2)C1 (configuration not stated)	2.3	5	0.4	-10	0.3	-1.1	2	x	3	1	1.2
COC(=O)c1cc2c(c3c4cc(F)ccc4n(S(=O)(=O)c4cccc(C)c4)c13)C(=O)N(Cc1ccco1)C2	-1.6	-11	-2.2	-11	1.3	-1.2	3	x	-14	1	x
CC(=O)Nc1cccc(C(=O)N2CCN(S(=O)(=O)Cc3ccccc3)CC2)c1	2.5	3	-0.5	7	-0.7	-1.3	6	0.0	-1	-3	-1.4
Nc1cc(C(=O)OCC(=O)NCCNC(=O)COC(=O)c2ccc(Cl)c(N)c2)ccc1Cl	1.3	-1	0.3	-27	1.6	-0.6	-3	0.7	-2	-11	1.3
CN(CC(=O)Nc1ccc(F)cc1)C(=O)COC(=O)/C=C/c1ccccc1[N+](=O)[O-]	-1.5	-3	1.9	-1	1.6	-0.6	-2	-0.2	-2	-12	1.7
Cc1nc(N/N=C/c2cccnc2)cc(N2CCOCC2)n1	-1.8	-6	-1.9	-9	-2.2	-0.6	-5	0.1	0	13	-0.5
O=C(c1ccco1)N1CCN=C1SCc1ccccc1Cl	-0.3	7	0.0	-11	-1.9	-1.8	2	1.8	0	4	0.2
COc1ccccc1NC(=O)C1CC(C)OC1=O (configuration not stated)	-0.8	5	-0.4	7	-0.2	-2.0	-2	2.6	4	-27	0.0
O=C(NC1CCCCC1)c1cc(-c2ccccc2Cl)on1	8.0	0	1.4	-1	0.4	-1.1	2	0.3	-5	-2	5.7
COc1ccccc1NS(=O)(=O)c1cc(C(=O)NCCC(C)C)ccc1F	-2.3	0	-0.7	2	-1.4	-1.5	-4	-1.9	1	-6	2.3
COc1ccc(NC(=O)Cn2c(-c3ccccc3)cn(-c3ccc(C)cc3)c2=O)cc1	9.3	6	0.1	-29	1.5	0.4	-1	-1.0	4	-25	-2.6
CC(C)(C)c1ccc(NC(=O)NCc2ccco2)cc1	8.3	1	1.7	5	2.4	0.5	8.8*	0.6	-5	-14	7.0
O=C(COc1ccc(CO)cc1Cl)Nc1ccc(F)cc1	11*	-1	2.8	-2	5.0	0.5	3	-0.4	0	-3	0.1
CC(C)C(N)c1csc(Nc2ccc(C(=O)N(C)Cc3ccccc3)cn2)n1 (configuration not stated)	-0.9	4	3.1	-1	-0.2	-1.6	-3	x	2	1	0.8

# Compounds above containing a nitro group on carbon (three):
SMILES	hgDAF12 agonist	GC-A act	DAX1 inh-2	ADAM10 inh	hcDAF12 agonist	ssDAF12 agonist	SMARCA2 activ	DAX1 inh-1	NPR2 activator	HGIII-sPLA2 inh	GAA850 FXN act
CCOC(=O)c1cc(CC)sc1NC(=O)c1ccc([N+](=O)[O-])c(N2CCOCC2)c1	1.4	-1	-0.1	-7	-1.4	-0.5	0	-0.5	-2	13	1.7
Cc1cc(C)c(NC(=O)/C=C\C(=O)O)c([N+](=O)[O-])c1	-1.7	4	-0.6	1	-2.2	-1.4	-1	0.0	3	0	4.3
CN(CC(=O)Nc1ccc(F)cc1)C(=O)COC(=O)/C=C/c1ccccc1[N+](=O)[O-]	-1.5	-3	1.9	-1	1.6	-0.6	-2	-0.2	-2	-12	1.7

# (cont.)
SMILES	hgDAF12 agonist	GC-A act	DAX1 inh-2	ADAM10 inh	hcDAF12 agonist	ssDAF12 agonist	SMARCA2 activ	DAX1 inh-1	NPR2 activator	HGIII-sPLA2 inh	GAA850 FXN act
Cc1oc2c(cc(NS(=O)(=O)c3cccs3)c3ccccc32)c1C(=O)OC(C)C	4.1	-5	0.3	24*	2.0	-0.7	-2	1.3	2	-41	1.9
CCc1nnc(NC(=O)CSc2nnc(-c3ccccc3O)n2-c2ccc(C)cc2C)s1	1.7	-2	-1.1	3	-1.3	-0.5	0	-2.4	-1	-9	-4.4
Cc1ccc(Oc2ncnc(N)c2[N+](=O)[O-])cc1C	-1.3	4	-1.1	0	-1.0	-2.0	7	-0.3	-3	0	-1.3
COc1ccc(NC(=O)CSc2nnc(C3CCCCC3)n2N)cc1	-0.9	2	-0.5	7	1.5	-1.1	-5	0.9	1	9	1.5
CC(C)(CC(=O)O)CC(=O)Nc1cc(C(F)(F)F)cc(C(F)(F)F)c1	-0.9	-1	-0.5	4	-1.2	-1.0	1	0.3	-2	-6	-1.9
CCNC(=O)CN(CCc1ccccc1)S(C)(=O)=O	-0.9	1	0.2	9	-1.8	-1.3	0	0.2	-1	5	-1.0
CCC(=O)Nc1cccc(NC(=O)CSc2nnnn2Cc2ccccc2)c1	-2.2	1	-1.1	-2	-1.7	-1.2	-9	0.2	-3	-3	-0.9
CCOC(=O)C1C(=O)C=C(c2ccc([N+](=O)[O-])cc2)CC1c1ccccc1 (configuration not stated)	-2.8	-4	-1.6	7	-4.1	-0.9	-2	-0.4	0	-4	3.6
COc1ccc(CCN2C(=O)N(c3ccc(OC)cc3)C(=O)C2CC(=O)Nc2ccccc2)cc1 (configuration not stated)	-2.9	3	-0.2	2	-0.5	-1.2	-1	-1.6	6	-25	0.1
CCCCOC(=O)c1ccc(NC(=O)c2ccccc2OC)cc1	0.1	-5	-1.5	10	-4.5	-2.0	-5	-1.6	-4	-16	1.4

# Some of these compounds in order of the NPR2 activator value, rising:
structure,NPR2 activator
CCCCOC(=O)c1ccc(NC(=O)c2ccccc2OC)cc1,-4
COc1ccc(NC(=O)CSc2nnc(C3CCCCC3)n2N)cc1,1
Cc1oc2c(cc(NS(=O)(=O)c3cccs3)c3ccccc32)c1C(=O)OC(C)C,2

# (list continues)
SMILES	hgDAF12 agonist	GC-A act	DAX1 inh-2	ADAM10 inh	hcDAF12 agonist	ssDAF12 agonist	SMARCA2 activ	DAX1 inh-1	NPR2 activator	HGIII-sPLA2 inh	GAA850 FXN act
O=C(COc1ncnc2ccccc12)NCc1ccc2c(c1)OCO2	0.1	0	-0.1	1	-1.5	-1.7	-4	-1.4	-1	-3	1.0
N#Cc1ccccc1S(=O)(=O)N1CCN(CC(=O)NCC2(N3CCOCC3)CCCCC2)CC1	-2.0	1	-1.9	-5	-1.0	-0.3	-3	-0.5	-1	6	0.9
Cc1ccc(C)c(C(=O)COC(=O)CCN2C(=O)C3C4CCC(C4)C3C2=O)c1 (configuration not stated)	-1.3	1	0.8	-10	-0.4	-0.8	-1	0.5	0	-1	-0.1
CC(=O)NCCc1ccc(S(=O)(=O)N2CCN(c3nc(-c4ccccc4)c(C)s3)CC2)cc1	-0.1	-4	-0.6	3	-1.4	-1.4	-4	-0.3	1	-9	-0.9
Cc1csc(NC(=O)CSc2nc3ccccc3s2)n1	0.1	-8	-0.5	0	0.1	-1.1	-3	-0.4	-2	-2	1.1
COc1cc(NC(=O)c2ccnn2C)c(OC)cc1Cl	1.3	2	-0.5	-11	-1.1	-0.6	1	0.3	-4	6	1.2
CCN(c1ccccc1)S(=O)(=O)c1ccc(OC)c(NC(=O)C2=NN(c3ccccc3)C(=O)CC2)c1	-2.3	0	-2.5	0	-0.1	-0.6	-2	-1.2	-4	-6	-6.1
CCN(CC)C(=O)C1=C(C)N(Cc2ccc(OC)cc2)C(=O)C(CC(=O)NCc2cccs2)C1 (configuration not stated)	-2.8	-8	-0.5	-5	0.2	-0.7	1	0.4	-4	3	1.0
N#CCCNS(=O)(=O)c1ccc(C(=O)OCCCOC(=O)c2ccc(S(=O)(=O)NCCC#N)cc2)cc1	1.2	1	-0.9	2	0.1	-0.8	-1	0.7	-6	-29	0.0
Cc1ccc(NC(=S)NCc2ccccc2)c(C)c1	-0.9	-3	0.1	10	0.6	-1.2	0	-1.2	-2	14	-0.3
O=C(NCc1ccccc1)/C(=C\c1ccccc1)NC(=O)c1ccco1	1.5	0	1.3	1	-0.8	-1.3	-3	0.6	0	1	0.1
COc1cccc(CNS(=O)(=O)c2ccc(S(=O)(=O)NC3CC3)cc2)c1	-2.9	-1	-0.7	0	1.6	-0.4	-3	1.4	3	-13	-0.4
Cc1ccc(Nc2nc(N)c([N+](=O)[O-])c(NCCO)n2)cc1C	1.7	-6	-0.3	-5	1.4	-0.5	-1	4.4*	-9	13	5.2
COc1ccc(N2CCN(C(=O)C3CCC(Cn4c(=S)[nH]c5ccccc5c4=O)CC3)CC2)cc1 (configuration not stated)	0.7	1	-0.5	2	-0.1	-1.4	3	-2.6	8	6	-2.0
O=C(C1CCCC1)N1CCC(CO)(Cc2ccccc2Cl)CC1	1.3	1	-0.4	1	1.0	-1.1	-4	0.6	-5	-3	-0.3
Cc1nc([N+](=O)[O-])cn1CC(O)c1ccccc1 (configuration not stated)	0.3	-6	0.2	-3	0.3	-0.9	2	x	5	0	0.4
COC(=O)[C@@]12CCCCN1[C@H](c1ccc(-c3ccc(OC)cc3)cc1)[C@@H]1C(=O)N(C)C(=O)[C@@H]12	1.6	1	0.4	4	0.5	-1.4	1	0.6	11	-11	-0.7
Cc1ccc(N2CCN(CC(O)COc3ccccc3)CC2)cc1 (configuration not stated)	-1.9	5	-0.5	-2	-2.1	-0.8	-1	1.4	1	4	3.6
CC(=O)NC(Cc1ccc(F)c(F)c1)C(=O)NC1CCN(S(=O)(=O)c2ccc(C)cc2)CC1 (configuration not stated)	0.8	-1	0.9	-4	0.2	-0.9	-1	-0.8	3	-4	0.3
CCOC(=O)C(=O)Nc1ccccc1C(=O)OC	-2.6	-1	0.9	-5	0.7	-0.9	0	1.3	-9	4	0.2
COc1ccc(CN(CC(=O)NC2CCCC2)C(=O)c2onc(C(N)=O)c2N)cc1	-0.9	-7	-0.2	-2	1.8	-1.3	-2	-0.2	-3	7	0.6
COCCNC(=S)N/N=C/c1c(C)[nH]c2ccccc12	-0.1	11	-0.9	2	-2.0	-1.7	-4	-1.8	8	1	0.4
